Apoferritin bind: candidate novel general anesthetic via apoferritin binding | Potency, µM (highest dose often 77.5 µM), for the others: top-dose activity change, negative = displacement, most hits filed as inhibitors | P02791 | apoferritin/1-aminoanthracene competitive binding, fluorescence | 0.074% of 350,000 active; note: nearly all actives have a fitted effect of over 20% in size
Target sequence (P02791 2-175 limits assumed): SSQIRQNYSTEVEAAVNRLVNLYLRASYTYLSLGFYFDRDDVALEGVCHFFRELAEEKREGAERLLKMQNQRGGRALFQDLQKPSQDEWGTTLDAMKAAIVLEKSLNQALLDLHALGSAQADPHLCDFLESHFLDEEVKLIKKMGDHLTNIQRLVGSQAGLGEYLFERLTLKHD
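Apoferritin-based anesthetic binding model; compound displacement of fluorescent 1-AMA measured as endpoint fluorescence after 10 minutes at room temperature, scaled to free-ligand and complex controls.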
APEX1 inh: blocks human APE1 abasic DNA cleavage; P27695; recombinant APE1, TAMRA/BHQ-2 abasic DNA cleavage fluorescence; Potency, µM (doses to about 65.8 µM), for inactives: at the highest dose activity change, negative = inhibition, usual class: inhibitors; 0.35% of 350,000 active; AID 2517;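 note: plate controls were vehicle for no effect and reference inhibitor for full effect; nearly all actives have a fitted effect of over 55% in size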
Target sequence (P27695 whole entry, looked up): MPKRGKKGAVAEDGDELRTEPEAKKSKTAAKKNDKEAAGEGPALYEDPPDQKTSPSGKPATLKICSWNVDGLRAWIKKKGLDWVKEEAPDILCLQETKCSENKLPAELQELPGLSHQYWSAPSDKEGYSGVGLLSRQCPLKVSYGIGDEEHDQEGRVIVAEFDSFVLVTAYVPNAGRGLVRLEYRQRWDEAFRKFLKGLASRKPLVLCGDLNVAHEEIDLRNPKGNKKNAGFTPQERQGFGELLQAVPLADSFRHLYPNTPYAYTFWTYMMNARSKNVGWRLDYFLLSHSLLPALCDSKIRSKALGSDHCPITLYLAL
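0.75 nM APE1 + cpd, 15 min RT; start w/ 50 nM TAMRA/BHQ-2 THF-abasic dsDNA; kinetic fluor 525/598 nm ×3 reads @60 s; Δ(read3−read1); normalized to DMSO and NSC13755 control wells.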
Starred values were filed as active, the others as inactive; ? = inconclusive; & = joins results of further samples; [ ] = remark or other dose. Calls come from the whole dose curve; as a rule, active = well fitted inhibition curve with a large enough effect; inconclusive = small, poorly fitted or top-dose-only effect; inactive = no such curve, though single readings can be large or run the other way. Unless noted, % is set by controls: 0 for no effect and ±100 for the full control effect; potency is the fitted concentration of half-maximal effect. Some of the compounds tested. The share of hits here may be higher or lower than overall.

SMILES | Apoferritin bind | APEX1 inh
C/C(CCC(=O)OC[C@@H]1O[C@H](C#Cc2ccccc2)C=C[C@@H]1Oc1ccc(C)cc1)=N/OC[C@@H](O)COCc1ccco1 | 2%[15.3 µM] | ?
COC(=O)[C@@H]1C[C@H]1[C@@H](NC(=O)c1ccc(Br)cc1)c1ccccc1 | -13% | -2%
CCC#CCOCC(=O)Nc1ccccc1 | -6% | -3%
C[C@H]1COC(=O)[C@H](Cc2ccccc2)NC(=O)[C@@H](C)COC(=O)[C@H](Cc2ccccc2)NC1=O | 1%[15.3 µM] | 8%[12.4 µM]
S=C(Nc1ccccc1)Nc1ccccc1C#Cc1ccccc1 | -8% | -6%
COc1ccc(O[C@H]2C=C[C@@H](c3ccccc3)O[C@H]2CO/N=C(/C)CCC(=O)OC[C@@H]2O[C@H](c3ccccc3)C=C[C@@H]2Oc2ccc(OC)cc2)cc1 | 0%[15.3 µM] | 14%[12.4 µM]
CNC(=O)C1(CC(C)C)C=CCN1C(=O)c1ccccc1 (centres undefined) | -5% | 15%
O=C(N/N=C1/C[C@@H](O)[C@@H](O)[C@@H]2[C@@H]3C(=O)N(C[C@@H]4CCCO4)C(=O)[C@H]3CC[C@H]12)OCc1ccccc1 | 7%[15.3 µM] | ?
CCCNC(=O)OC[C@@H]1O[C@H](CCO/N=C\[C@@H](OC)[C@H](C)/C=C\CC(=O)OC)C=C[C@@H]1Oc1ccc(OC)cc1 | -16%[15.3 µM] | -3%[12.4 µM]
CCCC[C@H]1C[C@@H]1[C@@H]1N(P(=O)(c2ccccc2)c2ccccc2)[C@](CO)(c2ccccc2)CC12CC2 | 2% | 7%
CC[C@H]1C2=C3C(CC[C@H]4C(OCc5ccc(F)cc5C(F)(F)F)OC[C@](C)([C@@H]34)N(C(=O)OC(C)(C)C)C2)C2COC(=O)OCC21 (some centres undefined) | -6% | 0%
CO[C@H]1COC(=O)[C@@H](OCc2ccccc2)/C=C\[C@H](C)[C@@H](OC)COC(=O)[C@H](OCc2ccccc2)/C=C\[C@@H]1C | 12%[15.3 µM] | 33%[activator][12.4 µM]
CCCNC(=O)OC[C@H]1O[C@@H](CCO/N=C2/C[C@@H](O)[C@@H](O)[C@@H]3[C@@H]4C(=O)N(CC)C(=O)[C@H]4CC[C@@H]23)C=C[C@@H]1Oc1ccc(OC)cc1 | -2%[15.3 µM] | 39%[activator][12.4 µM]
CC(=O)OC[C@@H]1O[C@H](C/C=N\O[C@@H](C)c2cn([C@H]3COC[C@H]3O)nn2)C=C[C@@H]1OC(C)=O | -2%[15.3 µM] | ?
CCCn1c(-c2ccc(F)cc2)nc2c(NCCCN3CCCCC3C)nc(C)nc21 (centres undefined) | -9% | ?
C=CCOCC1CN2C(CCC(C)C2c2ccc(Br)cc2)C(=O)O1 (centres undefined) | -1%[15.3 µM] | 8%[12.4 µM]
COC(=O)c1ccc(C(NC(=O)OCc2ccccc2)/C(=C/[C@@H](C)C(=O)NCCF)c2cccnc2)cc1 (some centres undefined) | -7% | -4%
CCCCOC(OCCCC)[C@H](O)CSc1ccc2ccccc2c1 | -20%[15.3 µM] | 4%[12.4 µM]
Cc1cc2c(nc1C)CCCN2C[C@H](O)CN1CCCc2nc(-c3ccc(Br)cc3)ccc21 | 3%&-2%[15.3 µM] | 39%&0%[activator][12.4 µM]
COc1ccc(OC2C=CC(c3ccccc3)OC2CO)c(C(C)(C)C)c1 (centres undefined) | -7%[15.3 µM] | -5%[12.4 µM]

Entries above that have a tert-butyl group (2):
SMILES | Apoferritin bind | APEX1 inh
CC[C@H]1C2=C3C(CC[C@H]4C(OCc5ccc(F)cc5C(F)(F)F)OC[C@](C)([C@@H]34)N(C(=O)OC(C)(C)C)C2)C2COC(=O)OCC21 (some centres undefined) | -6% | 0%
COc1ccc(OC2C=CC(c3ccccc3)OC2CO)c(C(C)(C)C)c1 (centres undefined) | -7%[15.3 µM] | -5%[12.4 µM]

Continued.
SMILES | Apoferritin bind | APEX1 inh
COc1cc2nc3c(c([Si](C)(C)C(C)(C)C)c2cc1OC)Cn1c-3cccc1=O | 71%[activator] | ?
CCCCCCN(C(=O)CCCCCN1C(=O)NC(c2ccccc2-c2ccccc2)C(C(=O)OCc2ccccc2)=C1C)C(C(=O)NCCCC)c1ccc(OCC(=O)OC)c(C(=O)OC)c1 (centres undefined) | -8% | 0%
CO[C@H]1COC(=O)[C@H](C)COC(=O)C/C=C\[C@@H](C)[C@H](OC)COC(=O)C/C=C\[C@@H]1C | -11%[15.3 µM] | 7%[12.4 µM]
COc1ccc(OCC2CN3C(CCC(C)C3c3ccc(Br)cc3)C(=O)O2)cc1 (centres undefined) | -14%&2%[15.3 µM] | ?
CCC1=C2CC[C@H]3C(=O)NC(=O)[C@H]3[C@H]2[C@@]2(C)C(=NCCOC)OC(=O)N2C1=O | 2% | -6%
CCNC(=O)[C@H](C)/C=C/C(NC(=O)OCc1ccccc1)c1ccc(C(=O)OC)cc1 (some centres undefined) | -13% | -2%
CC12C=C(/C=C/c3ccc(F)cc3)C(C)(C1)C(c1ccc(F)cc1)CC2=O (centres undefined) | -10%[15.3 µM] | 1%[12.4 µM]
CC(C)=CCC/C(C)=C/CO/N=C1/[C@H]2O[C@@H]2[C@@H](O)[C@H]2[C@H]1CCn1c(=O)n(C)c(=O)n12 | 8%[15.3 µM] | 15%[12.4 µM]
C=C(CC1([C@@H](NP(=O)(c2ccccc2)c2ccccc2)[C@H]2C[C@@H]2CCN(C(=O)OCC)S(=O)(=O)c2ccc(C)cc2)CC1)c1ccccc1 | 43%[activator] | -3%
CN1CCc2ccc3c4c2[C@]1(C)Cc1cccc(c1-4)OCO3 | 3% | ?
COC(=O)CC1=COC(O)C2C(CO)=CC[C@@H]12 (some centres undefined) | 4%[15.3 µM] | 1%[12.4 µM]
COC(=O)[C@H]1C[C@@H]1[C@H](NC(=O)c1cc(C)nn1C)c1ccccc1 | -4% | ?
COC1(C#CC2C=CC(OC(C)=O)C(COC(C)=O)O2)CCCCC1 (centres undefined) | 2%[15.3 µM] | 16%[12.4 µM]
CNC(=O)C1(C)C=CCN1C(=O)OC (centres undefined) | 0% | 1%
C[C@@H](C(=O)NCc1ccc(C(F)(F)F)nc1)[C@H]1C[C@]1(C)[C@H](NC(=O)OCc1ccccc1)c1ccccc1 | -5% | 3%
COc1ccc(COC(=O)N/N=C2/C[C@@H](O)[C@@H](O)[C@@H]3[C@@H]4C(=O)N(c5cccc(Oc6ccccc6)c5)C(=O)[C@H]4CC[C@H]23)cc1 | 4%[15.3 µM] | 9%[12.4 µM]
O=C(O)c1ccc(NS(=O)(=O)c2ccsc2C(=O)O)cc1 | -10% | -6%
CO[C@H]1COC(=O)[C@@H](C)COC(=O)[C@@H](COCc2ccccc2)NC(=O)C/C=C\[C@H]1C | -8%[15.3 µM] | ?
CC(C)NC(=O)[C@@H]1C[C@H]1[C@@H](NC(=O)OCc1ccccc1)c1ccccc1 | -9% | 12%
C=C(CC(=O)OC)C[C@]1(CC(=O)OC)CC2(CC=C(C)C)C(=O)C(C(=O)c3ccccc3)=C(OC(=O)c3ccc(Br)cc3)C(CC=C(C)C)(C1)C2=O (some centres undefined) | -9%[15.3 µM] | ?

Six records drawn at random from those above, as already listed:
SMILES | Apoferritin bind | APEX1 inh
CC12C=C(/C=C/c3ccc(F)cc3)C(C)(C1)C(c1ccc(F)cc1)CC2=O (centres undefined) | -10%[15.3 µM] | 1%[12.4 µM]
COc1ccc(COC(=O)N/N=C2/C[C@@H](O)[C@@H](O)[C@@H]3[C@@H]4C(=O)N(c5cccc(Oc6ccccc6)c5)C(=O)[C@H]4CC[C@H]23)cc1 | 4%[15.3 µM] | 9%[12.4 µM]
C[C@@H](C(=O)NCc1ccc(C(F)(F)F)nc1)[C@H]1C[C@]1(C)[C@H](NC(=O)OCc1ccccc1)c1ccccc1 | -5% | 3%
CN1CCc2ccc3c4c2[C@]1(C)Cc1cccc(c1-4)OCO3 | 3% | ?
CCCCCCN(C(=O)CCCCCN1C(=O)NC(c2ccccc2-c2ccccc2)C(C(=O)OCc2ccccc2)=C1C)C(C(=O)NCCCC)c1ccc(OCC(=O)OC)c(C(=O)OC)c1 (centres undefined) | -8% | 0%
O=C(O)c1ccc(NS(=O)(=O)c2ccsc2C(=O)O)cc1 | -10% | -6%

Following part
SMILES | Apoferritin bind | APEX1 inh
COc1ccc(OC)c(C2=Nn3c(nnc3-c3cccc(OC)c3OC)SC2)c1 | -20% | -7%
COC(=O)C/C=C\[C@@H](C)[C@@H](/C=N\O[C@@H](C)CN1CCCc2nc(C)c(C)cc21)OC | 4%[15.3 µM] | 40%[activator][12.4 µM]
CCC/C=C(\CCC)C(NC(=O)c1ccco1)c1ccc(C(=O)OC)cc1 (centres undefined) | -17% | ?
COC(=O)[C@@H]1CC[C@H](C)[C@@H](c2ccc(C)cc2)N1C(=O)c1ccc(/C=N\O[C@@H](C)c2cc(-c3c(C)cc(C)cc3C)no2)cc1 | -13%[15.3 µM] | 40%[activator][12.4 µM]
Cc1noc(C)c1-c1ccc2ncnc(NCc3ccccc3Cl)c2c1 | -7% | -10%
CCCn1c(C)nc2c(N3CCCN(Cc4ccccc4)CC3)nc(C)nc21 | 5% | -2%
C[C@@H](C(=O)Nc1ccc2ccccc2c1)[C@H]1C[C@]1(C)[C@H](NS(=O)(=O)c1ccc2ccccc2c1)c1ccccc1 | -12% | 15%
O=C(O)c1sccc1S(=O)(=O)Nc1ccccc1N1CCCCC1 | -8% | 11%
COC(=O)[C@@H]1C[C@H]2CC[C@H](O)C[C@H]2N1Cc1ccc(N2CCOCC2)cc1 | -9% | -12%
COC(=O)c1ccc(C(/C=C/[C@@H](C)C(=O)N(C)C)NC(=O)OCc2ccccc2)cc1 (some centres undefined) | -13% | 0%

4 successive compounds already listed, for reference:
SMILES | Apoferritin bind | APEX1 inh
C[C@@H](C(=O)Nc1ccc2ccccc2c1)[C@H]1C[C@]1(C)[C@H](NS(=O)(=O)c1ccc2ccccc2c1)c1ccccc1 | -12% | 15%
O=C(O)c1sccc1S(=O)(=O)Nc1ccccc1N1CCCCC1 | -8% | 11%
COC(=O)[C@@H]1C[C@H]2CC[C@H](O)C[C@H]2N1Cc1ccc(N2CCOCC2)cc1 | -9% | -12%
COC(=O)c1ccc(C(/C=C/[C@@H](C)C(=O)N(C)C)NC(=O)OCc2ccccc2)cc1 (some centres undefined) | -13% | 0%

Screens from PubChem BioAssay.
